CHRM1 PAM: potentiates human M1 receptor response to acetylcholine; P11229; CHO-K1 hM1, Fluo-8 calcium fluorescence, ACh EC20; 0% = ACh EC20, 100% = maximal ACh; activation, % at 3 µM; actives 0.088% (n = 360,000); in the data active means activation above about 19%, passing the limit was not always enough
CHRM4 agonist: agonists of human muscarinic M4 receptor (CHRM4). AID 624127. CHO-K1 hM4/Gqi5, Fluo-8 calcium fluorescence; vehicle 0%, full acetylcholine response 100%. P08173. actives 0.14% (n = 360,000). activation, % at 3 µM;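 active means activation above the run mean over all test wells plus 3 SD, cut at about 32% in these data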;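 further: peak over basal fluorescence ratio per well then scaled between controls; 0% = DMSO wells and 100% = acetylcholine at EC100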
Target sequence (P08173 whole entry, looked up): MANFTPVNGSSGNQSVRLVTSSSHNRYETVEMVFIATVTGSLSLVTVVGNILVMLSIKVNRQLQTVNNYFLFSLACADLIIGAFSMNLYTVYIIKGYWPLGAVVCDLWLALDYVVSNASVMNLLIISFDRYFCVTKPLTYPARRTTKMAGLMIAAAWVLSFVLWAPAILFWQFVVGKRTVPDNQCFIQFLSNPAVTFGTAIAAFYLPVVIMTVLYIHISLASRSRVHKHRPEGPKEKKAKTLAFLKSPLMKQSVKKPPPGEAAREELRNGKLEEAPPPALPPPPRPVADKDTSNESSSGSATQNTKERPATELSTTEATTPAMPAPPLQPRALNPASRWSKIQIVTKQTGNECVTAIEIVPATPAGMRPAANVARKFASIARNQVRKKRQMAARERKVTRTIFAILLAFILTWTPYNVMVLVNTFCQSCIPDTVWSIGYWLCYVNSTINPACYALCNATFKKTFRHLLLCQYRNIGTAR
CHRM4 antagonist: blocks acetylcholine activation of human M4 receptor; CHO-hM4 cells, ACh EC80, Fluo-8 calcium fluorescence; inhibition, % at 3 µM; actives 0.73% (n = 360,000); P08173; AID 624125;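 active means inhibition above its plate's cutoff, the mean inhibition of sample wells plus 3 SD, cut at about 27% in these data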;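 further: 0% = acetylcholine EC80 with DMSO and 100% = DMSO without agonist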
CHRM4 PAM: potentiates acetylcholine response at human M4 receptor; P08173; CHO-K1 hM4/Gqi5, Fluo-8 calcium fluorescence, ACh EC20; 0% = ACh EC20, 100% = maximal ACh; activation, % at 3 µM; actives 0.4% (n = 360,000);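 active means activation above its plate's cutoff, the mean activation of sample wells plus 3 SD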; further: some results filed as inactive read as strong as hits
M5 PAM: CHRM5 positive allosteric modulation; P08912; CHO-K1 hM5, Fluo-8 calcium, ACh EC20 PAM; 0% = ACh EC20, 100% = ACh EC100; activation, % at 3 µM; actives 0.3% (n = 360,000); AID 624038;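 active means activation above the run cutoff, the mean activation of all test compounds plus 3 SD, cut at about 18% in these data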
Target sequence (P08912 whole entry, looked up): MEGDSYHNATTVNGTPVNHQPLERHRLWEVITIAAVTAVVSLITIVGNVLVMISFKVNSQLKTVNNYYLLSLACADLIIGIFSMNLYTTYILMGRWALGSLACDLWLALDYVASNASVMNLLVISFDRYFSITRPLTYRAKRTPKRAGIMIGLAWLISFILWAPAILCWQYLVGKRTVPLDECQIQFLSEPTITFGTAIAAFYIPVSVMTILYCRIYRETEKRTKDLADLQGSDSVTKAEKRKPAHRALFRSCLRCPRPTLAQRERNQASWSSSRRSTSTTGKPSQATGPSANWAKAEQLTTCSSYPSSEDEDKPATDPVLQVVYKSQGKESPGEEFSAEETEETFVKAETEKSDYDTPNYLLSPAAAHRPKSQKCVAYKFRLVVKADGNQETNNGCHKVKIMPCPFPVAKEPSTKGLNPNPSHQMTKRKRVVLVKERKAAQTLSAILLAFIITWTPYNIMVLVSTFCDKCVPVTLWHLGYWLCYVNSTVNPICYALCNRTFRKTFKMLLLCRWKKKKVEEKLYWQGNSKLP
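System – CHO-K1 hM5 cells · Compound – 3 µM, single dose · Incubation – compound preincubation 140 s before EC20 acetylcholine addition · Technique – Fluo-8 calcium fluorescence · Measure – Max/basal fluorescence ratio as % of EC20–EC100 ACh window · Benchmarks – low control EC20 acetylcholine (0%), high control EC100 acetylcholine (100%) · Replication – singlicate, one well per test compound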
CHRM5 agonist: agonists of human muscarinic M5 receptor (CHRM5); P08912; CHO-K1 hM5 cells, Fluo-8 calcium fluorescence; 0% DMSO wells, 100% maximal acetylcholine response; activation, % at 3 µM; actives 0.19% (n = 360,000); AID 624037;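 active means activation above the run's mean over test compounds plus 3 SD, cut at about 23% in these data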;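 further: signal is peak over basal fluorescence ratio across the kinetic read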
M5 antag: CHRM5 antagonism in calcium assay; AID 624040; actives 0.59% (n = 360,000); inhibition, % at 3 µM; CHO-hM5 cells, Fluo-8 calcium fluorescence, ACh EC80;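 active means inhibition above a per-plate cutoff, the mean of that plate's test compounds plus 3 SD, cut at about 27% in these data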;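 further: 0% = acetylcholine EC80 with DMSO and 100% = DMSO without agonist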
CRFR2-BP ag: agonists of human CRF-binding protein/CRF-R2 receptor complex; HEK293 CRF-R2/CRF-BP, calcium dye fluorescence (FLIPR); percent of saturating CRF peptide response; activation, % at 13.2 µM; actives 0.46% (n = 350,000);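 active means activation of at least 50%, plus an integration ratio under a set limit after plate pattern correction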;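 further: plate controls were neutral control wells without compound for no effect and CRF at EC100 for full effect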
M1 antag: human CHRM1 antagonism | P11229 | AID 588852 | actives 1.3% (n = 360,000) | CHO-K1 hM1, Fluo-8 calcium fluorescence, ACh EC80 antagonist | inhibition, % at 3 µM;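 active means percent inhibition above its own plate's cutoff, namely the mean of that plate's compound wells plus 3 SD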;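 further: peak over basal fluorescence ratio during 140 s after agonist addition; 0% = ACh EC80 plus DMSO and 100% = DMSO alone without agonist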
Numbers without * were called inactive; · = no result given; & = joins results of further samples.

A first look (four entries):
CHRM1 PAM	CHRM4 agonist	smiles	CHRM4 antagonist	CHRM4 PAM	M5 PAM	CHRM5 agonist	M5 antag	CRFR2-BP ag	M1 antag
-10	21	COc1ccc(NS(=O)(=O)c2cc(-c3cnc(C4CC4)o3)ccc2C)cc1	10	-10	-14	-3	5	0.9	25
-3	2	CCCc1cc(C(=O)N2CCN(S(=O)(=O)c3ccc(OC)c(OC)c3)CC2)cs1	11	-8	-7	2	9	1.2	3
7	7	C[C@@H]1CN([C@@H](C)CO)S(=O)(=O)c2ccc(Br)cc2O[C@H]1CN(C)C(=O)C1CCOCC1	-3	-3	-1	1	0	-0.1	-5
3	0	Cc1ccc(OCCCC(=O)ON=C(N)c2ccccc2C)cc1	5	1	6	0	3	0.3	-6

Main list, from the first entry:
CHRM1 PAM	CHRM4 agonist	smiles	CHRM4 antagonist	CHRM4 PAM	M5 PAM	CHRM5 agonist	M5 antag	CRFR2-BP ag	M1 antag
-10	21	COc1ccc(NS(=O)(=O)c2cc(-c3cnc(C4CC4)o3)ccc2C)cc1	10	-10	-14	-3	5	0.9	25
-3	2	CCCc1cc(C(=O)N2CCN(S(=O)(=O)c3ccc(OC)c(OC)c3)CC2)cs1	11	-8	-7	2	9	1.2	3
7	7	C[C@@H]1CN([C@@H](C)CO)S(=O)(=O)c2ccc(Br)cc2O[C@H]1CN(C)C(=O)C1CCOCC1	-3	-3	-1	1	0	-0.1	-5
3	0	Cc1ccc(OCCCC(=O)ON=C(N)c2ccccc2C)cc1	5	1	6	0	3	0.3	-6
5	1	O=C(NC1CC1)C1=C[C@H](C2CC2)C[C@H](OCCCCO)O1	9	-2	9	3	0	-0.6	2
-5	27	COc1ccc(C)c2sc(N(CCCN(C)C)C(=O)c3ccc4c(c3)OCCO4)nc12	54*	67*	-26	-8	8	1.3	5
15&0	3&2	Cc1ccc(NC(=O)CN2CC(C)SC2=NC2CCCCC2)cc1 (stereo not given)	-4&4	2&6	-2&-2	-7&-9	15&6	2.1&5.3	-21&-4
8	3	COc1ccc(C2Nc3cccc(O)c3C(=O)N2Cc2ccccc2)cc1COc1ccc(NC(C)=O)cc1 (stereo not given)	-8	-1	1	1	1	·	-9
9	4	O=C(NC1CC1)c1cccc(NC(=O)c2cn3ccccc3n2)c1	-2	5	-5	3	11	2.1	-7
13	2	CCOC(=O)[C@H]1[C@H]2COc3cc(OC)ccc3[C@@H]2N2C(=O)c3cc(OC)c(OC)cc3NC(=O)[C@@]12C	-13	5	6	1	7	0.0	-2
6	0	CC1=NNC(=O)C1CCC(=O)N/N=C(\C)c1ccc(Cl)cc1 (stereo not given)	1	0	2	0	1	-2.7	-25
-5	11	CCC1Sc2ccc(S(=O)(=O)CCC(=O)Nc3cccc(Br)c3)cc2NC1=O (stereo not given)	6	-5	-3	0	3	0.6	9

Only CRFR2-BP ag and M5 antag (six entries from above):
Molecule	CRFR2-BP ag	M5 antag
C[C@@H]1CN([C@@H](C)CO)S(=O)(=O)c2ccc(Br)cc2O[C@H]1CN(C)C(=O)C1CCOCC1	-0.1	0
Cc1ccc(OCCCC(=O)ON=C(N)c2ccccc2C)cc1	0.3	3
O=C(NC1CC1)c1cccc(NC(=O)c2cn3ccccc3n2)c1	2.1	11
CCOC(=O)[C@H]1[C@H]2COc3cc(OC)ccc3[C@@H]2N2C(=O)c3cc(OC)c(OC)cc3NC(=O)[C@@]12C	0.0	7
CCC1Sc2ccc(S(=O)(=O)CCC(=O)Nc3cccc(Br)c3)cc2NC1=O (stereo not given)	0.6	3
COc1ccc(C2Nc3cccc(O)c3C(=O)N2Cc2ccccc2)cc1COc1ccc(NC(C)=O)cc1 (stereo not given)	·	1

(listing goes on)
CHRM1 PAM	CHRM4 agonist	smiles	CHRM4 antagonist	CHRM4 PAM	M5 PAM	CHRM5 agonist	M5 antag	CRFR2-BP ag	M1 antag
6	1	Cc1ccc(/C=N/N2CCN(Cc3ccccc3)CC2)o1	9	1	-3	-5	5	-2.6	-2
11	2	O=C(Cn1cc(COc2ccccc2C(F)(F)F)nn1)c1ccc(O)cc1	0	4	5	0	-11	-0.1	-17
5	0	Cc1ccnc2nc(C(=O)NCc3cccs3)nn12	4	-6	-3	-4	-6	2.2	-7
6	1	COC1CCN(Cc2c(C(=O)N3C[C@@H](C)O[C@@H](C)C3)nc3ccc(Cl)cn23)CC1	-3	3	2	-3	-7	0.8	1
-2	2	COc1ccc(C2N=C(c3ccccc3)C(C)(C)N2O)cc1OC (stereo not given)	12	-6	-5	1	0	0.8	2
13	1	Cc1cc(C)c2nc(-c3ccco3)cc(C(=O)O)c2c1	2	-5	-1	1	-10	-1.0	-9
-17	22	Cc1ccccc1NC(=O)C[n+]1cc(-c2ccccc2)n2c1CCC2	12	-11	-17	-16	16	-0.3	50*
-1	0	Nc1nc(-c2ccccc2)[nH]c(=O)c1N	7	-3	-2	-1	5	7.9	8
4	2	CC(C)OC(=O)CN1C(=O)C(=O)c2ccccc21	-2	9	3	1	-3	0.5	-3
6	2	Brc1ccccc1OCCCn1cnc2ccccc21	4	-10	-3	0	2	-2.7	-11
14	1	CCc1ccc(NC(=O)N2CCCCCC2)cc1	3	6	-1	-1	2	-0.9	-26
-1	0	CC(C)(C)C(=O)Cn1nnc(-c2ccc(C(F)(F)F)cc2)n1	1	-5	4	-3	1	1.4	-6
0	1	CCC1C2CN(C(C)=O)CC=C2C(C#N)=C(N)C1(C#N)C#N (stereo not given)	10	2	-6	1	-1	-0.6	3
17	3	NC(=O)C1CCN(CCS(=O)(=O)c2ccc(Cl)cc2)CC1	7	-1	0	-4	13	0.7	-11
-30	1	CC(CCc1ccc(O)cc1)N(C)CCc1ccccc1 (stereo not given)	15	-15	-10	-7	9	0.1	56*
-8	2	COc1ccc(N(C(C)=O)S(=O)(=O)c2cccc3cccnc23)cc1	8	-2	-5	-2	6	1.9	8
-7	1	O=C(c1ccc(F)cc1)c1ccc(N2CCCC2)cc1	3	4	0	-6	0	-1.8	8
-2	0	CN(CC(=O)NC1CCCCC1)S(=O)(=O)c1ccc(Br)s1	1	6	-1	0	1	0.5	-3
2	0	CCOC(=O)C1(C#N)Cc2ccccc2C1	-11	3	8	1	9	0.2	-9
6	1	CC(C)CCN1CC(C(=O)N2CCN(c3ccc(F)cc3)CC2)CC1=O (stereo not given)	8	2	2	3	2	1.6	-4
6	-2	CCc1nc2c(OCc3cccc(Cl)c3)cccn2c1N(C)C(=O)Nc1ccccc1OC	-3	2	0	-3	-2	·	-16
10	1	Cc1ccc(-c2nc(NCc3ccco3)n(S(C)(=O)=O)n2)cc1	-1	-1	13	-1	2	-1.9	-4
4	4	O=C(C1CCCN(S(=O)(=O)c2cccs2)C1)N1CCc2ccccc2C1 (stereo not given)	0	-4	-11	1	-2	0.2	-25
-10	0	COc1ccc(CN(C(=O)Cc2c[nH]c3ccccc23)C(C(=O)NC2CCCCC2)c2ccc(C)o2)cc1 (stereo not given)	2	-12	-11	-1	7	0.4	14
-5	2	Cc1ccc(C(=O)NC(C)CCc2ccccc2)cc1[N+](=O)[O-] (stereo not given)	-10	2	-2	-8	0	-0.2	-19
-5	0	O=C(O)c1nccnc1C(=O)Nc1ccc(Cl)cc1Cl	-1	0	-3	-3	15	0.2	14
12	3	CCNc1nc(NCC)n2c(SCC(=O)N(CC)C3CCCCC3)nnc2n1	-17	7	-7	2	10	-1.2	-7
10	1	COc1ccc(C(=O)OCC(=O)N2CC(=O)Nc3ccccc32)cc1Br	-12	5	0	3	-3	-1.4	-29
5	-1	Nc1cc2c(cc1Cl)-c1ccc(Cl)cc1C2=O	3	7	3	3	2	-1.5	-18
-22	1	CC(C)(O)C#Cc1ccc(CN2CCN(C3CCCC3)C(CCO)C2)cc1 (stereo not given)	28*	-44	7	-15	-2	0.3	53*
7	1	O=C(CCCl)N(Cc1nc2ccccc2c(=O)[nH]1)Cc1cccs1	-3	2	2	2	-1	-0.1	-1
0	2	COc1cc(Cn2nnc3ccccc32)cc(Br)c1O	-8	-4	4	-2	5	-1.6	-3
10	0	CCOc1ccc(C(C)=O)cc1NC(=O)/C=C\C(=O)O	-4	10	-1	-2	4	1.2	-12
14	1	CC(C)C1=NN2C(=N)CC(=O)N=C2S1	-4	8	5	3	2	0.4	-17
6	1	O=C(O)CCc1ccccc1OC(=O)c1ccccc1	-3	1	3	-2	11	-0.2	-4
0	-1	CCN1C(=O)CC(C(=O)OC)=C1C	12	-7	-1	0	3	-1.2	6
5	7	Cc1ccc(CNC(=O)CN2C(=O)NC(C)(c3ccccc3Cl)C2=O)cc1 (stereo not given)	-16	-3	-5	-1	-1	-0.7	-7
9	1	CCc1noc(C)c1C(=O)N(CC)CC(=O)Nc1cc(Cl)ccc1C	-31	19	2	-4	3	1.0	-8
2	1	O=C(Nc1cc(=O)[nH]c2ncnn12)c1ccccc1	8	-4	2	4	-1	0.0	5
8	1	CC(C)CNC(=O)CSc1nnc(-c2ccc(Cl)cc2)n1N	-3	3	2	-4	2	-2.4	-6
8	1	CCOc1ccccc1/C=c1\sc2ncnn2c1=O	-4	1	-2	3	7	1.2	-4
8	1	O=C1CNC(=S)N1CCOc1ccccc1	0	1	-1	-2	0	-0.1	-2
0	-2	Cc1ccccc1S(=O)(=O)c1c(C)cc(C)n(CC(C)C)c1=O	7	5	2	-10	-4	1.0	-21
15	0	COc1cc(Nc2ncnc(N)n2)cc(OC)c1OC	7	-1	-3	-3	12	0.1	-14
7	0	COC(=O)[C@H](CCSC)NC(=O)N1CCN(Cc2ccccc2)CC1	8	-2	3	-1	-7	-0.8	-6
12	0	O=C(/C=C/c1cccs1)Nc1ccc(Br)cn1	2	-1	1	-2	10	1.6	-7
8	2	Nn1c(SCC(=O)N2CCOCC2)nnc1-c1ccccc1Cl	0	7	0	-1	-1	0.2	-11
-12	0	COc1ccc(OC)c(/C=N/N(CCC#N)C2=NS(=O)(=O)c3ccccc32)c1	4	-2	-7	0	14	-2.1	20
-9	13	Cc1ccc(Cl)cc1N1CCN(C(=O)CN(C2CCCCC2)S(C)(=O)=O)CC1	6	-12	-16	-1	3	0.4	6
-4	6	COc1ccc(NC(=O)CN(C)C(=O)/C=C/c2cn(-c3ccccc3)nc2-c2cccs2)cc1	7	-7	-8	-3	6	-0.8	6

Exported as tab-separated lines: 5 of the compounds above.
SMILES	CHRM1 PAM	CHRM4 agonist	CHRM4 antagonist	CHRM4 PAM	M5 PAM	CHRM5 agonist	M5 antag	CRFR2-BP ag	M1 antag
COc1cc(Nc2ncnc(N)n2)cc(OC)c1OC	15	0	7	-1	-3	-3	12	0.1	-14
O=C(/C=C/c1cccs1)Nc1ccc(Br)cn1	12	0	2	-1	1	-2	10	1.6	-7
O=C1CNC(=S)N1CCOc1ccccc1	8	1	0	1	-1	-2	0	-0.1	-2
Cc1ccc(CNC(=O)CN2C(=O)NC(C)(c3ccccc3Cl)C2=O)cc1 (stereo not given)	5	7	-16	-3	-5	-1	-1	-0.7	-7
COc1ccc(OC)c(/C=N/N(CCC#N)C2=NS(=O)(=O)c3ccccc32)c1	-12	0	4	-2	-7	0	14	-2.1	20

High-throughput results: PubChem, several laboratories
